Assay outcomes: PubChem, National Center for Advancing Translational Sciences (NCATS)
HCV inh – qHTS Assay for Inhibitors of Hepatitis C Virus (HCV). Huh7.5.1 HCVcc-Cre infection, luciferase reporter, 44 h. Potency, µM (highest dose often 41.8 µM), without a hit: at the highest dose activity change, negative = inhibition, hits mostly inhibitors. 340,000 tested, 3.4% active. AID 651820, 2012; further: potency means the concentration at half of the fitted maximal effect
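Reporter virus HCVcc-Cre (~0.5 moi) infects cells exposed to compound; seeding density 1,000 cells/well with 4 h settling beforehand. Luminescence, 15 sec read, taken 44 h post-infection following a 15 min RT substrate incubation.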
HCMV inh – qHTS Assay for inhibitors of the human cytomegalovirus (HCMV) | HFF cells, HCMV-luciferase reporter, 72 h; active compounds read low | activity change, negative = inhibition, % at 57.5 µM | 410,000 tested, 4.5% active | AID 1259415, 2018; in the data active means activity change below about -60%; inconclusive means no clear call, values can overlap the other calls; inactive means above about -39%
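Luciferase read-out from HCMV-luciferase-infected HFFs (MOI 1 PFU/cell) 72 h post infection at 37C; compounds added after 16 h cell attachment; activity normalized between buffer-only basal and Salinomycin (10uM) inhibitor controls.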
Sm TGR inh – qHTS Assay for the Inhibitors of Schistosoma Mansoni Peroxiredoxins | Schistosoma mansoni thioredoxin glutathione reductase (TGR), Q962Y6 | purified TGR, DTNB reduction, TNB absorbance 405 nm | Potency, µM (series often up to 114 µM), for the others: top-dose activity change, negative = inhibition, usual class: inhibitors | 360,000 tested, 3% active; further: potency means the concentration at half of the fitted maximal effect; nearly all actives have a fitted effect of over 60% in size
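TGR 20 nM + NADPH 100 uM (dispensed conc.), cpd preinc 15 min RT; start with NADPH (500 uM addition) then DTNB (15 mM addition). Kinetic TNB absorbance, 405 nm filter. Four-parameter Hill fit across titration.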
AmpC inh detg – qHTS Inhibitors of AmpC Beta-Lactamase (assay with detergent); P00811; AmpC hydrolysis of nitrocefin, absorbance 480 nm, 0.01% Triton; Potency, µM (titrated, usually from 114 µM), for inactives: at the highest dose activity change, negative = inhibition, usual class: inhibitors; 370,000 tested, 0.041% active; AID 485294, 2010;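 further: potency means the concentration at half of the fitted maximal effect; 0% = no-compound wells and -100% = no-enzyme wells; nearly all actives have a fitted effect of over 25% in size; some results filed as inactive show a strong effect at the top dose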
Target sequence (P00811 whole entry, looked up): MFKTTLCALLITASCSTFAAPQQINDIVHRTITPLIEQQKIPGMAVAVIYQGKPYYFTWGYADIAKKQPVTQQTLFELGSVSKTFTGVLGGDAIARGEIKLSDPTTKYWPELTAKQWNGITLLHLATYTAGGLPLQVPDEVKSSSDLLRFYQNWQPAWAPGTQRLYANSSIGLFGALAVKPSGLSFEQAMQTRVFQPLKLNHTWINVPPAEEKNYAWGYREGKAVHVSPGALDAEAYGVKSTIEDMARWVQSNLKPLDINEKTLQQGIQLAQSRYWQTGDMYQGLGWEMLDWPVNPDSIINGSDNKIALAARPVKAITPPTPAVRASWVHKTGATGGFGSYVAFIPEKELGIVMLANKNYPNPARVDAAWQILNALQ
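20 mM phosphate pH 7.0 + 0.01% (detergent screen) or 0.0001% Triton X-100; 5.3 nM AmpC reagent; cpd preinc 15 min RT; nitrocefin (800 uM stock) to start; A480 q20 s × 4 min; Activity was normalised to no-enzyme and no-compound control wells.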
Giardia FBPA inh – qHTS Assay for Inhibitors of Fructose-1,6-bisphosphate Aldolase from Giardia Lamblia; purified Giardia FBPA; 290,000 tested, 0.71% active; A8B2U2; Potency, µM (highest dose often 59.6 µM), without a hit: at the top dose activity, negative = inhibition, usual class: inhibitors; AID 2451, 2010; further: potency means the concentration at half of the fitted maximal effect; nearly all actives have a fitted effect of over 55% in size
Target sequence (A8B2U2 whole entry, looked up): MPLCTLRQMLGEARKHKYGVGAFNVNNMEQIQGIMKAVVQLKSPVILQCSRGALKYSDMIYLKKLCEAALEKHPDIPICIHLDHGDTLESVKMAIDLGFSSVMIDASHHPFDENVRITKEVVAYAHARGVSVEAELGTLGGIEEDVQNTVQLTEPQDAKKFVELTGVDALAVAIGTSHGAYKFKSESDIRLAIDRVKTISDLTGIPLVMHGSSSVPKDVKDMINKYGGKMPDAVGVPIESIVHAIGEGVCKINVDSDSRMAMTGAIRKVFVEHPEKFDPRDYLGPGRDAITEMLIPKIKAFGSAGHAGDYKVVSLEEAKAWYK
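40 nM FBPA preincubated 10 min at RT with compound (up to 57.5 uM final), then substrate plus GAPDH/TPI/NAD/arsenate coupling and diaphorase/resazurin added. Fluorescence read after 20 min at RT, 525/598 nm.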
AMA1 RON2 block – qHTS for Inhibitors of AMA1-RON; Towards Development of Antimalarial Drug Lead: Primary Screen; AlphaScreen AMA1-biotinylated RON2 peptide binding; Potency, µM (series often up to 58.2 µM), for inactives: at the highest dose activity change, negative = inhibition, usual class: inhibitors; Plasmodium falciparum AMA1 (3D7) - RON2 peptide interaction; 360,000 tested, 0.2% active;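 further: potency means the concentration at half of the fitted maximal effect; 0% = vehicle wells and -100% = peptide control; nearly all actives have a fitted effect of over 45% in size; some results filed as inactive show a strong effect at the top dose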
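AMA1 (3D7) with his tag at 25 nM final met compounds first, then biotinylated RON2 peptide at 25 nM; detection used donor plus acceptor beads, 10 µg/mL apiece, read by AlphaScreen after 30 min at room temperature.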
* marks the source's active call; other numbers are inactive results; ? = inconclusive; · = no result given; & = joins results of further samples; [ ] = dose if it differs, or a comment. Unless noted, the call rests on the fitted dose curve; in most records, active means well fitted curve in the direction sought with a large enough effect; inconclusive means small, poorly fitted or top-dose-only effect, or another doubt; inactive means no such curve, though single readings can be large; an effect the other way counts as inactive or inconclusive. Unless noted, on the % scale 0 is the no-effect control and ±100 the full control effect.

SMILES	HCV inh	HCMV inh	Sm TGR inh	AmpC inh detg	Giardia FBPA inh	AMA1 RON2 block
COc1ccc(C(=O)/C=C/C(=O)N(CC(=O)NC2CCCCC2)Cc2cccs2)c(O)c1	-16%	-100*	1.6µM*	0%	-3%	-7%
C[C@]12CC[C@H](O)CC1=C([N+](=O)[O-])CC1C2CC[C@@]2(C)C1CC[C@@H]2O (some centres undefined)	-16%	-26	·	·	·	-8%
COc1ccc(CNC(=O)c2n[nH]c3ccccc23)cc1OC	-15%	56	4%	1%	6%	-14%
C=CCc1cc(/C=C/c2nc(O)c([N+](=O)[O-])c(=O)[nH]2)cc(OC)c1O	3%	14	45µM*	-5%	?	-16%
COc1cccc(NC(=O)c2cccnn2)c1	-2%	-26	-8%	-11%	-2%	0%
O=C(Nc1ccccc1C(=O)N/N=C/c1ccncc1)c1ccccc1	-5%	14	2%	5%	-1%	3%
CC(=O)Nc1ccc(NC(=O)C23CC4CC(C2)CC(n2cnc(Br)n2)(C4)C3)cc1	0%	-29	-1%	-1%	4%	-5%
CC1CCCCN1CC(=O)Nc1ccc2c(c1)OCO2 (centres undefined)	9%	-13	-6%	3%	·	-29%
O=c1[nH]c(/C=C\c2ccc(O)c(O)c2)nc(O)c1[N+](=O)[O-]	5%	-21	-14%	3%	?	38%[activator]
CCCS(=O)(=O)N1CCC(n2c(C(F)(F)F)nc3cccnc32)CC1	·	-22	-6%	1%	·	·
O=C(Nc1ccccc1N1CCCCC1)c1ccc2nccnc2c1	?	-62*	79µM*	-9%	1%	0%
CSCCC(NC(=O)c1ccccc1Br)C(=O)NCC(C)(C)N1CCOCC1 (centres undefined)	10%[8.37 µM]	-37	-10%	?	·	3%
COc1cc(-c2ccc(NC(=O)c3ccc(C)cc3)c(OC)c2)ccc1NC(=O)c1ccc(C)cc1	4%	-22	0%	-12%	-2%	2%
CCCn1c(O)c(N=N)c2ccccc21	8%	41	4%	-4%	-2%	3%
COc1ccc2c(c1)CN(C)S(=O)(=O)c1ccccc1-2	13%	-29	·	·	·	2%
CCOC(=O)C1(CCC(C)C)CC(CSc2nc3ccccc3[nH]2)OC1=O (centres undefined)	?	-9	-7%	-8%	?	3%
Cc1ccc2ncccc2c1NS(=O)(=O)c1ccccc1	-27%	8	-26%	8%	-2%	-6%
O=C(Nc1ccccc1N1CCCCC1)c1ccc(-c2cccc(Cl)c2)o1	-36%	35	-8%	6%	-3%	9%
CC(=O)c1cccc(OCc2cc(C(=O)NC3CCN(Cc4ccccc4)CC3)no2)c1	?	?	-16%	-8%	·	4%
Cc1ccc([N+](=O)[O-])cc1-c1[nH]c(-c2ccc(O)c(O)c2)nc1-c1ccccc1	?	?	-9%	0%	?	-1%
O=c1oc2ccccc2c(Nc2cc3ccccc3cc2O)c1[N+](=O)[O-]	-15%	-2	-29%	4%	6.3µM*	20%
Cc1ccc(CNC(=O)C2CC(c3ccccc3[N+](=O)[O-])=NO2)o1 (centres undefined)	?	-12	0%	-7%	6%	-1%
Fc1ccc(-c2nnn(Cc3ccc(F)cc3Cl)n2)cc1	-28%	-16	-3%	1%	4%	87%[activator]
Cc1nc2sc(-c3ccccc3)cc2c(=O)n1-n1cccc1	-6%	11	2%	-2%	0%	1%
Cc1cccc(NC(=O)CSc2nnc(Cc3ccccc3)o2)c1	6%	-3	3%	-4%	-6%	6%
Cc1ccc(NC(=O)c2ccc(Cn3cc(Cl)cn3)o2)c(C)c1	·	8	-23%	?	-5%	·
CCOc1cc(C2c3c(oc4cc(C)c(Cl)cc4c3=O)C(=O)N2Cc2ccco2)ccc1O (centres undefined)	1%	39	5%	2%	-5%	-1%
CCOC(=O)c1ccc(N2C(=O)c3n[nH]c(C)c3C2c2ccccn2)cc1 (centres undefined)	13%	-6	0%	-8%	0%	-3%
Cc1ccc(NC(=O)CCCc2nc3ccccc3c(=O)[nH]2)c(Cl)c1	-2%	-2	-14%	1%	·	-1%
O=S(=O)(Nc1nccs1)c1ccc2c(c1)OCCO2	1%	17	4%	0%	-14%	11%

Grouped by structure, the entries above with a Cl atom (5)
SMILES	HCV inh	HCMV inh	Sm TGR inh	AmpC inh detg	Giardia FBPA inh	AMA1 RON2 block
O=C(Nc1ccccc1N1CCCCC1)c1ccc(-c2cccc(Cl)c2)o1	-36%	35	-8%	6%	-3%	9%
Fc1ccc(-c2nnn(Cc3ccc(F)cc3Cl)n2)cc1	-28%	-16	-3%	1%	4%	87%[activator]
Cc1ccc(NC(=O)c2ccc(Cn3cc(Cl)cn3)o2)c(C)c1	·	8	-23%	?	-5%	·
CCOc1cc(C2c3c(oc4cc(C)c(Cl)cc4c3=O)C(=O)N2Cc2ccco2)ccc1O (centres undefined)	1%	39	5%	2%	-5%	-1%
Cc1ccc(NC(=O)CCCc2nc3ccccc3c(=O)[nH]2)c(Cl)c1	-2%	-2	-14%	1%	·	-1%

More results:
SMILES	HCV inh	HCMV inh	Sm TGR inh	AmpC inh detg	Giardia FBPA inh	AMA1 RON2 block
O=C(/C=C/c1ccc([N+](=O)[O-])cc1)NCCSc1ccccc1	-10%	62	4%	-2%	4%	-14%
O=C(CCCCCNc1nc(=S)[nH]c2ccccc12)NCCc1c[nH]c2ccccc12	20µM*	-29	-2%	?	7%	45%[activator]
COc1cccc(N2C(=NC(=O)CCc3ccccc3)SC3CS(=O)(=O)CC32)c1 (centres undefined)	16%	16	-8%	0%	·	-6%
O=C(CSc1nnnn1-c1ccccc1)NCCCN1CCCC1=O	0%	-6	·	·	·	17%
O=C(/C(=C(\O)c1ccccc1)c1ncc[nH]1)c1ccccc1	?	-18	2%	3%	-8%	75%[activator]
COc1cccc(NC(=O)COC(=O)CCCc2c[nH]c3ccccc23)c1	25%	-8	-1%	-10%	-8%	-16%
S=c1[nH]cc(-c2ccccc2)[nH]1	-8%	-24	4%	-2%	-10%	76%[activator]
Cc1ccc(-c2cc(C(=O)NCCCN3CCOCC3)c3ccccc3n2)cc1C	?	-92*	-11%	-7%	-17%	-2%
COc1ccc(CCNC(=O)C2CCN(S(=O)(=O)c3cccs3)CC2)cc1OC	8%	-96*	-2%	0%	11%	-19%
Cc1ccc(C(C)C)c(OCC#CCN2CCCC2)c1	11%	-17	-24%	-1%	?	-14%
N#C/C(=C\c1ccccc1)C(=O)NC(=O)Oc1ccccc1	21%	-29	-5%	-8%	0%	2%
c1ccc(N2CCN(Cc3ccsc3)CC2)nc1	16%	11	18%[11.4 µM]	?	-30%	-20%
COc1cc(C(=S)N2CCCCC2)ccc1OCC(=O)N1CCCC1	16%	56	1%	-1%	-5%	3%
Fc1cc(F)cc(NC(=S)NN2CCOCC2)c1	3%	26	·	4%	-8%	40%[activator]
O=C(Nc1ccccc1)C1CCCN1S(=O)(=O)c1ccc(Br)cc1 (centres undefined)	12%	21	-1%	-3%	-1%	8%
COc1ccc(N2CCN(C(=O)Cc3ccc(OC)c(OC)c3)CC2)cc1	-22%	-27	10%	4%	-3%	-6%
O=C1c2ccccc2-c2onc3ccc(NCc4ccco4)c1c23	10µM*	·	11µM*	-15%	?	132%[activator]
CC(C)CC(c1nnnn1CC1CCCO1)N1CCN(C2CCCC2)CC1 (centres undefined)	10%&-2%	15	-12%	-4%	-7%	2%
Cc1ccc(-n2ncc3c2CC(C)(C)CC3NC(=O)CCN2CCCO2)cc1 (centres undefined)	-6%	15	-7%	-5%	·	-3%
Cc1ccc(C)c2nc3sc(C(=O)N4CCCc5ccccc54)c(N)c3cc12	-16%	-12	-7%	-2%	-7%	3%
CCOCCCNC(=O)c1ccc(-n2c(-c3ccccc3)cc3c2CCC(C)C3)cc1 (centres undefined)	·	-93*	1%	-6%	·	·
O=C(CSc1nc2ccccc2[nH]1)N1CCN(S(=O)(=O)c2ccc(Cl)cc2)CC1	-24%	-22	-16%	?	1%	-1%
Cn1c(=O)c2c(nc(Br)n2C)n(C)c1=O	6%	15	2%	-2%	8%	6%
COc1ccc(CC(=O)Nc2cc(NC(=O)Cc3ccc(OC)c(OC)c3)cc(C(=O)O)c2)cc1OC	5%	-8	·	-9%	4%	-20%
COc1ccccc1NC(=O)c1cc(-c2ccc(OC)c(OC)c2)nc2ccccc12	2%	34	4%	-5%	8%	-13%
COc1ccc(-c2noc(CCC(=O)NCCCN3CCC(C)CC3)n2)cc1	-13%	-33	1%	-1%	-1%	3%
FC(F)(F)c1ccnc(Oc2ccc(C3=NCCS3)cc2)c1	-7%	20	15%	2%	0%	0%
CC1CN(C(=O)CSc2nc(-c3ccc(F)cc3)cs2)CC(C)O1 (centres undefined)	-19%	-15	-7%	0%	0%	1%
CCCOc1c(Br)cc(C(=O)OCC(=O)NC(=O)c2cccn2C)cc1OC	?	-9	-3%	6%	·	-3%
COc1ccc(/C=N/NC(=O)c2ccncc2)cc1CSc1nc2ccccc2s1	-8%	-4	2%	-11%	-13%	16%
COc1ccc(C(CNC(=O)c2cccc(S(=O)(=O)N3CCOCC3)c2)N2CCCC2)cc1 (centres undefined)	?	-17	-1%	-8%	·	14%
COC(=O)C1=C(C)NC(C)=C(C(=O)OC)C1C(=O)OCC(=O)c1ccc(F)cc1	3%	64	8%	5%	8%	-2%
O=C(NNc1cccc(Cl)n1)Nc1cccc(C(F)(F)F)c1	-17%	9	-1%	?	-6%	-5%
O=C(CCNS(=O)(=O)c1ccc(Br)cc1)NNC(=O)C1COc2ccccc2O1 (centres undefined)	7%	-16	·	·	·	70%[activator]
COC(=O)c1ccc(N2CCN(C)CC2)c(NC(=O)c2cccnc2)c1	12%	4	6%	-4%	1%	0%
COc1ccc(C2=NS(=O)(=O)N(C)C(C(=O)Nc3ccc(F)cc3F)=C2)cc1	-27%	?	10%	4%	-8%	0%
CCN(CC)S(=O)(=O)c1ccc(OC)c(NC(=S)Nc2cccc(C)c2)c1	-13%	·	-21%	-2%	-3%	·
NS(=O)(=O)c1ccc(NCc2ccccc2OCc2ccccc2F)cc1	?	?	3%	-2%	·	-16%
O=C(CCSCc1cnn(-c2ccccc2)c1-n1cccc1)NCc1ccccc1Cl	·	-30	-6%	-5%	·	·
COCC(C)NC(=O)c1ccc(CN2CCc3ccccc3C2)cc1 (centres undefined)	-4%	-23	3%	-5%	-27%	1%
CCN(CC(=O)Nc1ccccc1C(F)(F)F)C(=O)c1ccc(N2C(=O)CCC2=O)cc1	·	31	0%	-7%	·	0%
COC(=O)c1sccc1NC(=O)c1cc(C)on1	-26%	56	-17%	?	0%	-6%
COc1ccc(C(=O)NCCSc2ccccc2)cc1	-12%	42	-2%	-1%	-4%	-8%
COc1ccccc1/C=C/C=N/N1CCN(c2ccccn2)CC1	-13%	-64*	-1%	-4%	-26%	-22%
